Screening data deposited in PubChem BioAssay by National Center for Advancing Translational Sciences (NCATS).
ALDH1A1 inh – blocks purified human ALDH1A1 activity. Purified ALDH1A1, NADH fluorescence, propionaldehyde substrate. Potency, µM (titrated, usually from 75.3 µM), for the others: top-dose activity, negative = inhibition, hits mostly inhibitors. AID 1030. 220,000 tested, 7.3% active. P00352; active = well fitted inhibition curve with a large enough effect, not every such curve was filed as active; inconclusive = small, poorly fitted or top-dose-only effect, or another doubt; inactive = no such curve, though single readings can be large or run the other way;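 also: plate controls were no enzyme wells and a reference inhibitor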
Target sequence (P00352 whole entry, looked up): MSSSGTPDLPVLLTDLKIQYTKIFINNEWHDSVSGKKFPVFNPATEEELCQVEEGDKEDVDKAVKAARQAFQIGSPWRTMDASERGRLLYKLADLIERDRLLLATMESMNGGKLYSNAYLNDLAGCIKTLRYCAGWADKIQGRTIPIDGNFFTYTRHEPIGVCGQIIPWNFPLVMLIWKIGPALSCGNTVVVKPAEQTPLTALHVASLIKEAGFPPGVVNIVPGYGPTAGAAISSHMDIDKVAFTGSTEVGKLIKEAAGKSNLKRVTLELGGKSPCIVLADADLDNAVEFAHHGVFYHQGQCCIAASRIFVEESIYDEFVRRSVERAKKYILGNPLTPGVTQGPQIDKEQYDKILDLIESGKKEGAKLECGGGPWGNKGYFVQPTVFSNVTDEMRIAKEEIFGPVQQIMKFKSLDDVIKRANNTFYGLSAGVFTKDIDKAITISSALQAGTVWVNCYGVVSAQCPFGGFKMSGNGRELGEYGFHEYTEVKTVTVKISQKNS
HTT aggregate – mutant huntingtin aggregation inhibition; PC12 HttQ103-GFP aggregates, Acumen cytometry, 40 h; Potency, µM (doses to about 46.1 µM), inactives show top-dose activity change, negative = inhibition, hits mostly inhibitors; 220,000 tested, 1.1% active; AID 1688; also: % is scaled to controls: 0 for no effect and ±100 for the full control effect; nearly all actives have a fitted effect of over 60% in size
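PC12/HTTQ103-GFP, ecdysone-inducible; teb 100 nM; cpd qHTS titration; GFP aggregates read on laser cytometer, Ex 488/Em 500-530 nm.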
HTT ATP protect – protects HTT-Q103 PC12 cells, measured by ATP | Potency, µM (series often up to 56.4 µM), inactives show cytoprotection (ATP increase), hits mostly activators | 230,000 tested, 0.14% active | PC12 HTT-Q103 induced, cytoprotection, ATP luminescence, 40 h;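 also: % of control where 0% means no effect; nearly all actives have a fitted effect of over 45% in size; toxic huntingtin expression switched on by the ecdysone agonist tebufenozide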
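Compounds were screened for protection of PC12 cells against cell death after tebufenozide induction (100 nM final) of mutant Huntingtin exon 1 (Q103) fused to GFP.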
Tau fluor counter – counter-screen for tau fibril formation inhibitors | AID 1463 | tau K18 P301L Alexa594 fluorescence, heparin fibrillization | 280,000 tested, 0.93% active | Potency, µM (series often up to 57.7 µM), for inactives: at the top dose activity change, negative = decrease; also: % is scaled to controls: 0 for no effect and ±100 for the full control effect; nearly all actives have a fitted effect of over 55% in size
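Human K18 P301L tau (15 uM unlabeled plus 0.24 uM Alexa 594-labeled, final) in 100 mM sodium acetate pH 7 was mixed with compound and 20 uM heparin and incubated 6 hr at 37 C.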
Tau ThT inhib – tau fibrillization inhibition (ThT binding); recombinant tau K18 P301L (four-repeat tau fragment), heparin-induced fibrillization, ThT fluorescence; Potency, µM (titrated, usually from 57.4 µM), inactives show at the highest dose activity, negative = inhibition, hits mostly inhibitors; 270,000 tested, 2.1% active; AID 1460; also: % is scaled to controls: 0 for no effect and ±100 for the full control effect; nearly all actives have a fitted effect of over 55% in size
Target sequence (P10636 561-689 P618L limits assumed): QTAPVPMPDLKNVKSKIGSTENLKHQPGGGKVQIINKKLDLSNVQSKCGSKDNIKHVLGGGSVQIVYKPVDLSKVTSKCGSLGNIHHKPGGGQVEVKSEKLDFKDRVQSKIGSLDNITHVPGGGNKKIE
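Recombinant human tau K18 fragment […] carrying P301L, 15 uM unlabeled plus 0.24 uM Alexa 594-labeled, was fibrillized with 20 uM heparin in 100 mM sodium acetate pH 7 for 6 hr at 37 C; 30 uM ThT fluorescence read after 1 hr.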
SMN2 splice up – SMN2 splice variant enhancement | 210,000 tested, 2.8% active | Potency, µM (titrated, usually from 46.1 µM), for the others: top-dose activity change, positive = activation, actives largely listed as activators | HEK293 SMN2-luciferase splicing reporter, luminescence, 30-36 h | AID 1458; also: % of control where 0% means no effect; nearly all actives have a fitted effect of over 55% in size
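HEK293 cells carry an SMN2 minigene-luciferase reporter in which exon 7 inclusion puts luciferase in frame. Cells were seeded at 2000 cells/well, attached for 10-12 hours, then exposed to compounds for 30-36 hours at 37C before ONE-Glo luminescence.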
Tau FP inhib – inhibitors of human tau fibril formation; Potency, µM (doses to about 57.7 µM), for the others: at the highest dose activity, negative = inhibition, actives largely listed as inhibitors; 280,000 tested, 0.39% active; K18 P301L tau heparin fibrillization, Alexa594 FP, 6 h; also: % is scaled to controls: 0 for no effect and ±100 for the full control effect; nearly all actives have a fitted effect of over 55% in size
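Human K18 P301L fragment (15 uM unlabeled plus 0.24 uM Alexa 594-labeled) in 100 mM sodium acetate pH 7 with compound, aggregation induced by 20 uM heparin for 6 hr at 37 C. ThT (30 uM) added for 1 hr, then Alexa 594 FP read.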
JMJD2E inh – blocks human JMJD2E demethylase activity; AID 2147; JMJD2E catalytic domain, FDH-coupled NADH fluorescence (FDH is formaldehyde dehydrogenase); Potency, µM (series often up to 57.1 µM), without a hit: at the highest dose activity change, negative = inhibition, hits mostly inhibitors; 230,000 tested, 1.6% active; B2RXH2; active = well fitted inhibition curve with a large enough effect, not every such curve was filed as active; inconclusive = small, poorly fitted or top-dose-only effect, or another doubt; inactive = no such curve, though single readings can be large or run the other way;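 also: 0% = wells with enzyme and -100% = buffer wells without enzyme; nearly all actives have a fitted effect of over 50% in size; many of its hits are not listed in these tables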
Target sequence (B2RXH2 1-337 limits assumed): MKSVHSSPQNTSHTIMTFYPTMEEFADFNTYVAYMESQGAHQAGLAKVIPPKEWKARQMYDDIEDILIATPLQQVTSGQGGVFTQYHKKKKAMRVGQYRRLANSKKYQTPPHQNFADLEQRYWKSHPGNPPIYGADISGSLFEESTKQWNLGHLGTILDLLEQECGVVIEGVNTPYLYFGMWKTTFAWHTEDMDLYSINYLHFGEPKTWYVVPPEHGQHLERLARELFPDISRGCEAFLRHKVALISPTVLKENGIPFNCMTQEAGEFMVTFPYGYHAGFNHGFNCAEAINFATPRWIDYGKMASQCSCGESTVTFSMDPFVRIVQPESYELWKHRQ
Numbers without * were called inactive; u = inconclusive; x = no result given; & = joins results of further samples; [ ] = remark or other dose. Unless noted, calls follow the shape of the dose curve; as a rule, active = well fitted curve in the direction sought with a large enough effect; inconclusive = small, poorly fitted or top-dose-only effect, or another doubt; inactive = no such curve, though single readings can be large; an effect the other way counts as inactive or inconclusive. Potency is read from the fitted curve at half-maximal effect.

1	CCOC(=O)C1(C)C=C(Nc2ccc(C)cc2)C(=O)N1c1ccccc1 (stereo unspecified)
2	O=c1c(-c2cccc([N+](=O)[O-])c2)[n+]([O-])c2ccccc2n1O
3	COC(=O)CSc1nnc(-c2ccc(NS(=O)(=O)c3ccccc3)cc2)o1
4	COc1ccc(-c2cc(C(F)(F)F)n3nc(C(=O)NCc4ccco4)c(Cl)c3n2)cc1
5	O=C(O)c1cc(C(=O)O)c(-c2ccccc2)c(C(=O)O)c1
compound no.	1	2	3	4	5
ALDH1A1 inh	x	x	2%	u	6%
HTT aggregate	x	-20%[9.22 µM]	12%	-1%	7%
HTT ATP protect	x	15%[10 µM]	-13%	-39%[inhibitor]	-8%
Tau fluor counter	-4%	-3%	-11%	-9%	-18%
Tau ThT inhib	-2%	-7%	-13%	-8%	-16%
SMN2 splice up	2%	x	-8%	9%	-14%
Tau FP inhib	-8%	3%	-14%	-1%	-14%
JMJD2E inh	x	22µM*	6%	9%	-2%

6	CCN(CC)CCCNC(=O)Cn1cc2c(n1)CCC(C)C2 (stereo unspecified)
7	O=C(CCNC(=O)Cn1ccc2ccccc2c1=O)NCCN1CCc2ccccc2C1
8	N/C(=N\OC(=O)COc1ccccc1)c1ccncc1
9	Cc1ccc(C(=O)c2sc(Nc3ccc(F)cc3)c(C#N)c2N)cc1
10	Cc1cc(C)nc(SCc2ccc(C(=O)N/N=C/c3cccc(O)c3O)cc2)n1
compound no.	6	7	8	9	10
ALDH1A1 inh	2%	-11%	x	x	0%
HTT aggregate	14%	9%	12%[9.22 µM]	x	-32%
HTT ATP protect	-5%	1%	-6%[10 µM]	x	-36%[0.074 µM]
Tau fluor counter	5%	5%	-16%	u	u
Tau ThT inhib	5%	-8%	-11%	u	u
SMN2 splice up	-7%	-22%	x	2%	-98%[inhibitor]
Tau FP inhib	9%	0%	-2%	-10%	16%
JMJD2E inh	11%	-28%	5%	x	3.2µM*

11	COc1ccccc1Sc1ccccc1/C=N/NC(N)=O
12	COc1ccccc1Nc1nc(NCCC(C)C)nc(N)c1[N+](=O)[O-]
13	O=C(N/C(=C/c1ccco1)C(=O)N1CCCCC1)c1cccs1
14	Cc1[nH]c(=O)[nH]c(=O)c1S(=O)(=O)N1CCN(c2cccc(Cl)c2)CC1
15	CSc1ccccc1NC(=O)CN(C)CC(=O)Nc1cc(C)ccc1C
compound no.	11	12	13	14	15
ALDH1A1 inh	3%	-2%	-9%	2%	-17%
HTT aggregate	u	1%[9.22 µM]	9%	-10%	3%
HTT ATP protect	x	14%[10 µM]	0%[10 µM]	u	6%[10 µM]
Tau fluor counter	-3%	u	-13%	-5%&-1%	-6%
Tau ThT inhib	9%	u	-19%	-11%&-14%	-2%
SMN2 splice up	29%	x	5%	-4%	-18%
Tau FP inhib	1%	u	-3%	-8%&-4%	u
JMJD2E inh	-3%	8%	u	0%	-6%

16	COc1ccc(S(=O)(=O)N2CCCC(C(=O)N3CCOCC3)C2)cc1C (stereo unspecified)
17	O=C(Nc1cccc(-c2nc3ncccc3o2)c1)c1cc2ccccc2o1
18	CC(C)N(C(=S)Nc1cccnc1)c1ccccc1
19	COC(=O)/C(=C\C(=O)c1ccc([N+](=O)[O-])cc1)Nc1ccc(OC)cc1
20	Cc1ccc(CC2CC(=O)N(c3nc4ccccc4n3C)C2=O)cc1 (stereo unspecified)
compound no.	16	17	18	19	20
ALDH1A1 inh	4%	u	x	-6%	6%
HTT aggregate	-9%	-33%	-12%[9.22 µM]	8%[9.22 µM]	-3%
HTT ATP protect	-1%[0.074 µM]	-30%[inhibitor]	16%[10 µM]	4%[10 µM]	24%
Tau fluor counter	5%	-30%	2%	u	-7%
Tau ThT inhib	2%	2%	-3%	3.2µM*	-11%
SMN2 splice up	5%	1%	x	x	28%
Tau FP inhib	-2%	-13%	8%	u	1%
JMJD2E inh	-4%	u	17%	-12%	-4%

21	COC(=O)[C@@]1(Cc2ccccc2)[C@H]2c3cc(C(=O)N(C)C)n(Cc4ccsc4Br)c3C[C@H]2CN1C(=O)c1ccccc1
22	Cc1nnc(SCC2=C(C(=O)O)N3C(=O)C(NC(=O)Cn4ncc(Cl)c4C)C3SC2)s1 (stereo unspecified)
23	CCc1cccc(OCC(=O)Nc2ccc(S(=O)(=O)Nc3onc(C)c3C)cc2)c1
24	CCc1nc2ccccc2n1CCC(=O)O
25	CC(=O)c1cn(CC(=O)Nc2ccccc2)c2ccccc12
compound no.	21	22	23	24	25
ALDH1A1 inh	15%	u	6%	5%	u
HTT aggregate	x	11%	-7%	-7%	-26%
HTT ATP protect	u	-2%	-6%	u	-7%[10 µM]
Tau fluor counter	-11%	-5%	-7%	-9%	3%
Tau ThT inhib	u	9%	-13%	9%	-6%
SMN2 splice up	-19%	x	-2%	1%	-112%[inhibitor]
Tau FP inhib	-4%	-9%	1%	-6%	-9%
JMJD2E inh	-18%	-8%	-3%	16%	0%

26	CN1C(=O)/C(=C\c2ccco2)N=C1c1ccc(Cl)cc1Cl
27	O=C(Cc1ccccc1)NN1C(=O)C2C(C1=O)C1C=CC2C12CC2 (stereo unspecified)
28	COc1cc(C2Nc3ccc4ncccc4c3C3=C2C(=O)CCC3)cc(OC)c1O (stereo unspecified)
29	CCOc1ccc(CCNC(=O)c2ccc3c(c2)N(Cc2ccc(F)cc2)CCS3)cc1
30	CSC1=C(C#N)C(c2cccc(Br)c2)CC(=O)N1 (stereo unspecified)
compound no.	26	27	28	29	30
ALDH1A1 inh	x	-7%	-3%	x	5%
HTT aggregate	-3%[9.22 µM]	16%	32%	x	3%
HTT ATP protect	-3%[10 µM]	19%[10 µM]	-43%[inhibitor]	x	-22%[10 µM]
Tau fluor counter	-4%	2%	-6%	u	-9%
Tau ThT inhib	x	-3%	u	-15%	-5%
SMN2 splice up	x	u	10µM*	2%	18%
Tau FP inhib	-2%	2%	10%	9%	-11%
JMJD2E inh	3%	2%	-23%	x	0%

31	Cn1cc(/C=C2\SC(=S)N(NC(=O)c3ccccc3Cl)C2=O)c2ccccc21
32	Cc1ccc(NC(=S)Nc2c(C)n(C)n(-c3ccccc3)c2=O)cc1
33	O=S(=O)(N/N=C/c1ccc(Cl)cc1)c1ccc(Cc2ncc(C(F)(F)F)cc2Cl)s1
34	COc1cccc([C@@H]2Oc3ccc(OC)cc3C(=O)[C@H]2OC(=O)NCCc2ccc(OC)c(OC)c2)c1
35	CCOCCCNC(=O)C(NC(=O)c1ccccc1O)c1ccc(C)cc1 (stereo unspecified)
compound no.	31	32	33	34	35
ALDH1A1 inh	9%	u	u	7%	u
HTT aggregate	u	-18%	24%	x	8%
HTT ATP protect	4%[10 µM]	25%[10 µM]	4%	-40%[inhibitor]	-45%
Tau fluor counter	-23%	2%	u	-13%	-19%
Tau ThT inhib	1.1µM*	14%	u	u	-12%
SMN2 splice up	1%	15%	-1%	11µM*	x
Tau FP inhib	-19%	-9%	9%	-4%	4%
JMJD2E inh	-2%	5%	-10%	14%	-10%

36	CCOC(=O)c1c(NC(=O)c2ccccc2C)sc2c1CCCC2
37	C/C(=C\C(=O)c1ccccc1)Nc1cccc(O)c1
38	CSc1nnc2c(n1)OC(c1cccc(O)c1Cl)Nc1ccccc1-2 (stereo unspecified)
39	NC(=O)c1c(NC(=O)C2COc3ccccc3O2)sc2c1CCN(Cc1ccccc1)C2 (stereo unspecified)
40	COc1ccc(NC(=O)c2sccc2C)cn1
compound no.	36	37	38	39	40
ALDH1A1 inh	x	0%	x	4%	-4%
HTT aggregate	x	-24%	x	-17%	-3%
HTT ATP protect	x	-32%	x	-27%	-70%[inhibitor]
Tau fluor counter	-24%	u	4%	-20%	-5%
Tau ThT inhib	32µM*	u	-7%	u	-10%
SMN2 splice up	22%	u	6%	-4%	x
Tau FP inhib	u	2%	4%	u	1%
JMJD2E inh	x	2%	x	u	4%

41	O=C(CC1COc2ccccc2O1)NCCc1ccccc1 (stereo unspecified)
42	CCOC(=O)Cc1cnc(NC(=O)CSc2nc(C)cc(C)n2)s1
43	O=S(=O)(c1cccs1)N1CCC(Cc2ccccc2)CC1
44	O=C(Nc1ccc2nn(-c3ccccc3)nc2c1)c1ccc2c(c1)OCCO2
45	COCc1cc(=O)[nH]c(/N=C(\N)Nc2ccccc2C)n1
46	CN(C(=O)c1cccc(C#N)c1)c1nnc(C2CCCO2)s1 (stereo unspecified)
compound no.	41	42	43	44	45	46
ALDH1A1 inh	-15%	3%	u	u	-3%	1%
HTT aggregate	15%	-13%	-31%	-20%	-2%[9.22 µM]	6%
HTT ATP protect	-31%	-24%	13%[0.074 µM]	-37%	-14%	25%
Tau fluor counter	-7%	-8%	-27%	u	-4%	-1%
Tau ThT inhib	-13%	-6%	-4%	u	-8%	-6%
SMN2 splice up	4%	-33%[inhibitor]	16%	-38%[inhibitor]	-16%	-6%
Tau FP inhib	-2%	2%	-8%	u	-5%	1%
JMJD2E inh	-5%	-9%	1%	u	-5%	0%

Molecules listed so far that contain two or more sulfur atoms (6):
3	COC(=O)CSc1nnc(-c2ccc(NS(=O)(=O)c3ccccc3)cc2)o1
22	Cc1nnc(SCC2=C(C(=O)O)N3C(=O)C(NC(=O)Cn4ncc(Cl)c4C)C3SC2)s1 (stereo unspecified)
31	Cn1cc(/C=C2\SC(=S)N(NC(=O)c3ccccc3Cl)C2=O)c2ccccc21
33	O=S(=O)(N/N=C/c1ccc(Cl)cc1)c1ccc(Cc2ncc(C(F)(F)F)cc2Cl)s1
42	CCOC(=O)Cc1cnc(NC(=O)CSc2nc(C)cc(C)n2)s1
43	O=S(=O)(c1cccs1)N1CCC(Cc2ccccc2)CC1
compound no.	3	22	31	33	42	43
ALDH1A1 inh	2%	u	9%	u	3%	u
HTT aggregate	12%	11%	u	24%	-13%	-31%
HTT ATP protect	-13%	-2%	4%[10 µM]	4%	-24%	13%[0.074 µM]
Tau fluor counter	-11%	-5%	-23%	u	-8%	-27%
Tau ThT inhib	-13%	9%	1.1µM*	u	-6%	-4%
SMN2 splice up	-8%	x	1%	-1%	-33%[inhibitor]	16%
Tau FP inhib	-14%	-9%	-19%	9%	2%	-8%
JMJD2E inh	6%	-8%	-2%	-10%	-9%	1%

Some of the compounds tested (hit frequency here may not be typical).
